IDE act: activators of human insulin-degrading enzyme in cells | P14735 | HEK cells, FAbeta-B cleavage, fluorescence polarization; 0% vehicle, 100% cell-free pure enzyme wells | activation, % at 5.96 µM | hit rate 0.073% among 340,000;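 active = activation above the mean of all tested compounds plus 3 SD, set per screening campaign, cut at about 17% in these data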
UBC9 SUMO inh: SUMOylation inhibition; HTRF SUMOylation assay, SAE1/SAE2 + UBC9, in vitro; P63279; inhibition, % at 35 µM; hit rate 0.36% among 290,000; in the data active = inhibition above about 50%, passing the limit was not always enough; also: strong numbers were not always called active
IMP-1 inh: blocks Pseudomonas aeruginosa IMP-1 metallo-beta-lactamase. hit rate 0.45% among 290,000. inhibition, % at 5.6 µM. purified IMP-1, nitrocefin hydrolysis, epi-absorbance fluorescence;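 active = inhibition above the mean plus 3 SD of all compounds in the same screening run, cut at about 4.5% in these data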;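 also: 0% = IMP-1 with DMSO and 100% = DMSO wells lacking enzyme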
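system = purified recombinant IMP-1 beta-lactamase | amount = 0.2 nM IMP-1, as dispensed | medium = HEPES buffer pH 7.1 with ZnSO4 and Brij 35 | times = 25 °C, 15 min preincubation, 25 min reaction | detection = plate fluorescence quenching by hydrolysis product, ex 480/em 530 nm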
HCV NS3 hel inh: HCV NS3 helicase inhibition | NS3 helicase DNA unwinding, Cy5 molecular beacon fluorescence | inhibition, % at 10.9 µM | hit rate 0.56% among 290,000 | AID 1800;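 active = inhibition above the mean of all tested compounds plus 3 SD, set per campaign, cut at about 35% in these data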;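 also: 0% = DMSO wells and 100% = thioflavine S control wells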
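Measured by: Cy5 fluorescence, 0 and 60 min reads / Assay system: NS3 helicase fragment of HCV / Control set: low DMSO, high thioflavine S at 110 µM / Times: 1 h reaction at 25 °C, ATP-initiated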
IDE cell inh: cellular human IDE inhibition | hit rate 0.41% among 320,000 | inhibition, % at 5.59 µM | HEK cells, FAbetaB cleavage, fluorescence polarization | P14735;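 active = percent inhibition above the average of all tested compounds plus 3 SD, set per screening campaign, cut at about 16% in these data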;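 also: IDE supplied by intact live HEK cells; FP after avidin binding of uncleaved biotin substrate so inhibition keeps polarization high; 0% = DMSO wells and 100% = 60 µM reference IDE inhibitor Ii1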
VIM-2 inhibitor: inhibitors of Pseudomonas aeruginosa VIM-2 metallo-beta-lactamase. hit rate 0.89% among 290,000. purified VIM-2, nitrocefin hydrolysis, epi-absorbance fluorescence. AID 1527. inhibition, % at 5.6 µM;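 active = inhibition above the mean of all tested compounds plus 3 SD, cutoff set per screening run, cut at about 7.5% in these data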;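 also: red hydrolysis product quenches plate fluorescence so inhibitors raise well fluorescence; 0% = enzyme with DMSO and 100% = DMSO without enzyme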
GalR3 antagonist: human GalR3 antagonism; HEK293 GalR3-CNG cAMP membrane potential fluorescence; galR3 body fused to GalR1 C-terminus; inhibition, % at 3 µM; hit rate 0.44% among 360,000; AID 651719;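 active = inhibition above the screen-wide average plus 3 SD, cut at about 13% in these data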;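 also: forskolin and galanin both at EC90 stimulate the cells; cAMP rise reported by CNG channel membrane potential dye signal; 0% = forskolin plus galanin with DMSO and 100% = forskolin alone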
CRFR2-BP antag: CRF-BP/CRF-R2 complex antagonism; HEK293 CRF-R2/CRF-BP, CRF-induced calcium fluorescence; inhibition, % at 11.8 µM; hit rate 0.59% among 350,000;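 active = inhibition of the ligand-induced calcium signal above about 50% at the single tested concentration, limit read from the data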
pCIP destab: compounds decreasing mouse p/CIP protein stability | AID 1984 | decrease of EGFP signal, % at 10 µM | F442A p/CIP-EGFP cells, EGFP fluorescence, 16 h | hit rate 0.01% among 290,000 | Q05BA5;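 active = EGFP signal decrease of at least 30% at 10 µM or well 3 SD below plate mean, unless failing retest; inactive = the rest, including hits failing retest or dose response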; also: some compounds called inactive have numbers as strong as hits; many of its hits are not listed in these tables
The depositor's hits bear a star; / = no result given.

IDE act | UBC9 SUMO inh | IMP-1 inh | HCV NS3 hel inh | IDE cell inh | VIM-2 inhibitor | GalR3 antagonist | CRFR2-BP antag | pCIP destab | Structure
3 | 1 | -4.4 | 2 | 6 | -2.0 | 1 | 9 | 6 | CC1CCN(S(=O)(=O)c2ccc3[nH]cc(C(=O)NCCN4CCOCC4)c(=O)c3c2)CC1
2 | / | / | / | -4 | / | -7 | -10 | / | Cc1cc(NC(=O)COC(=O)c2ccc(OC(F)(F)F)cc2)no1
1 | 2 | -1.2 | -2 | -1 | -3.6 | 0 | -8 | -5 | Cc1ccccc1NC(=O)COc1ccc(S(=O)(=O)N2CCCC2)cc1C
0 | 6 | -2.4 | -2 | 3 | -3.3 | -3 | 0 | -16 | CC(C)CNS(=O)(=O)c1ccc(S(=O)(=O)N2CCN(C3CCCC3)CC2)cc1
3 | / | / | / | 3 | / | -6 | -4 | / | COc1ccc(NS(=O)(=O)c2cc(NC(=O)[C@H](C)NC(N)=O)ccc2N2CCCC2)cc1
/ | -14 | -3.0 | 0 | 10 | 0.3 | / | 1 | 4 | COc1ccc(-c2noc(-c3ccc(Cl)cc3)n2)cc1
-3 | 12 | -2.5 | 16 | 9 | -3.6 | -5 | 3 | -19 | Cc1ccc(C(=O)NC=C(Cl)Cl)cc1
3 | -14 | -1.7 | 0 | 3 | 0.1 | -4 | 4 | -24 | CC(=O)c1ccc(OCC(O)Cn2nnc3ccccc32)cc1 (stereo unspecified)
2 | 0 | -2.3 | 1 | 13 | -2.6 | -1 | 10 | 6 | COc1ccc(C2=CC(c3cc(OC)c(OC)c(OC)c3)NC(=S)N2)cc1 (stereo unspecified)
-1 | -5 | -3.5 | 1 | 6 | -1.8 | -6 | 5 | -4 | CCOc1cc(S(=O)(=O)NCc2ccc3c(c2)OCO3)ccc1F
-1 | 17 | -0.6 | 9 | 7 | -3.0 | / | 5 | -10 | CCOC(=O)c1c(NC(=O)CSc2nc3cccnc3n2C)sc(C(C)=O)c1C
-4 | 9 | -2.5 | 8 | 4 | -1.5 | -5 | 13 | 4 | CC(NC(=S)NNS(=O)(=O)c1cccc([N+](=O)[O-])c1)c1ccccc1 (stereo unspecified)
0 | 14 | 1.0 | 13 | 7 | -0.7 | -2 | -6 | -16 | CCn1c(C(=O)O)c(CC(=O)Nc2ccccc2F)c2ccccc21
5 | 1 | -3.7 | -5 | 3 | -2.4 | -2 | 9 | -9 | Cc1ccc(C)c(N2CCN(C(=O)c3ccc(NS(=O)(=O)c4c(C)noc4C)cc3)CC2)c1
1 | 10 | -4.3 | 0 | -8 | -0.6 | -5 | 2 | -16 | O=C1Cc2ccccc2C(c2c(Cl)cccc2Cl)N1 (stereo unspecified)
1 | 14 | -0.1 | 0 | 3 | -2.5 | -5 | 0 | -14 | CC(C)=NOCC(=O)Nn1c(COc2c(C)cccc2C)nc2ccccc2c1=O
1 | 12 | -1.8 | 5 | -2 | -0.3 | -4 | 1 | -8 | CC(=O)C12OC1CC1C3CCC4=CC(=O)CCC4(C)C3CCC12C (stereo unspecified)
-2 | 15 | / | / | 3 | / | -4 | 17 | -10 | CCOC(=O)C1CCN(c2nc(C)nc3c2oc2ccccc23)CC1
5 | / | / | / | -2 | / | -2 | 1 | / | CN1C(C(=O)NCc2ccco2)CC2Cn3c(nc4ccccc43)C21 (stereo unspecified)
1 | 15 | -3.9 | 2 | 9 | -1.8 | 1 | 9 | 3 | COc1ccc(S(=O)(=O)Nc2ccc(S(=O)(=O)N(C)C)cc2)cc1[N+](=O)[O-]
0 | / | / | / | 2 | / | 2 | -7 | / | Cc1ccc(C(=O)O)cc1NC(=O)CSc1nnc(-c2ccccc2F)n1C1CCCCC1
-3 | 5 | -2.3 | -6 | -3 | -0.8 | 0 | -17 | -4 | CC(=O)c1ccc(S(=O)(=O)N(C)CC(=O)N2CCCCCC2)cc1
2 | / | -0.7 | 9 | 0 | 2.3 | -2 | 4 | -54 | Cc1ccc(Nc2nc(N3CCOCC3)nc(N3CCOCC3)n2)cc1Cl
5 | 12 | -0.2 | 14 | -4 | 0.7 | -8 | 13 | -11 | CN1C(=O)c2ccc(C(=O)Nc3nccs3)cc2C1=O
7 | 4 | -1.6 | -1 | 2 | -1.1 | -2 | 12 | -11 | COc1ccc(S(=O)(=O)Nc2ccc(Cl)cn2)c(C)c1C
1 | 12 | -3.0 | -19 | -1 | -1.8 | -7 | 15 | 11 | COc1ccccc1NC(=S)NCc1ccc(Cl)cc1
-6 | 18 | -4.7 | 10 | 3 | -4.8 | -8 | -16 | -8 | CC(C)(C)c1ccc(-c2csc(NNC3=NCCCCC3)n2)cc1
1 | / | / | / | -3 | / | 1 | -9 | / | COc1ccccc1C(=O)COC(=O)Cn1nc(C)c([N+](=O)[O-])c1C
-6 | -17 | -4.4 | 17 | 2 | -1.2 | -4 | -26 | -22 | FC(F)(F)c1nc(-c2cccs2)ncc1-c1nnnn1-c1ccc(Cl)cc1
4 | -18 | -2.7 | 10 | 0 | -1.0 | -1 | -10 | -7 | COC(=O)C(C)(C)ONC(=O)Nc1ccc(C)cc1

Record cards, from the list above. Values in the order: IDE act	UBC9 SUMO inh	IMP-1 inh	HCV NS3 hel inh	IDE cell inh	VIM-2 inhibitor	GalR3 antagonist	CRFR2-BP antag	pCIP destab
O=C1Cc2ccccc2C(c2c(Cl)cccc2Cl)N1 (stereo unspecified) across the screens: 1	10	-4.3	0	-8	-0.6	-5	2	-16
CN1C(=O)c2ccc(C(=O)Nc3nccs3)cc2C1=O across the screens: 5	12	-0.2	14	-4	0.7	-8	13	-11

A draw from above in order of count of non-hydrogen atoms, lowest first.
IDE act | UBC9 SUMO inh | IMP-1 inh | HCV NS3 hel inh | IDE cell inh | VIM-2 inhibitor | GalR3 antagonist | CRFR2-BP antag | pCIP destab | Structure
-3 | 12 | -2.5 | 16 | 9 | -3.6 | -5 | 3 | -19 | Cc1ccc(C(=O)NC=C(Cl)Cl)cc1
1 | 10 | -4.3 | 0 | -8 | -0.6 | -5 | 2 | -16 | O=C1Cc2ccccc2C(c2c(Cl)cccc2Cl)N1 (stereo unspecified)
5 | 12 | -0.2 | 14 | -4 | 0.7 | -8 | 13 | -11 | CN1C(=O)c2ccc(C(=O)Nc3nccs3)cc2C1=O
-3 | 5 | -2.3 | -6 | -3 | -0.8 | 0 | -17 | -4 | CC(=O)c1ccc(S(=O)(=O)N(C)CC(=O)N2CCCCCC2)cc1
1 | / | / | / | -3 | / | 1 | -9 | / | COc1ccccc1C(=O)COC(=O)Cn1nc(C)c([N+](=O)[O-])c1C
2 | 0 | -2.3 | 1 | 13 | -2.6 | -1 | 10 | 6 | COc1ccc(C2=CC(c3cc(OC)c(OC)c(OC)c3)NC(=S)N2)cc1 (stereo unspecified)
0 | 6 | -2.4 | -2 | 3 | -3.3 | -3 | 0 | -16 | CC(C)CNS(=O)(=O)c1ccc(S(=O)(=O)N2CCN(C3CCCC3)CC2)cc1
-1 | 17 | -0.6 | 9 | 7 | -3.0 | / | 5 | -10 | CCOC(=O)c1c(NC(=O)CSc2nc3cccnc3n2C)sc(C(C)=O)c1C
1 | 14 | -0.1 | 0 | 3 | -2.5 | -5 | 0 | -14 | CC(C)=NOCC(=O)Nn1c(COc2c(C)cccc2C)nc2ccccc2c1=O
3 | / | / | / | 3 | / | -6 | -4 | / | COc1ccc(NS(=O)(=O)c2cc(NC(=O)[C@H](C)NC(N)=O)ccc2N2CCCC2)cc1
0 | / | / | / | 2 | / | 2 | -7 | / | Cc1ccc(C(=O)O)cc1NC(=O)CSc1nnc(-c2ccccc2F)n1C1CCCCC1

Source: PubChem

An unsorted share of the library, and some 3.2% of all compounds hit somewhere here.
